Compound activity deposited in PubChem by The Scripps Research Institute Molecular Screening Center.
S1P3 antagonist: blocks the human S1P3 receptor; Q99500; hit rate 0.27% among 170,000; CHO S1P3 NFAT-BLA reporter, FRET fluorescence, antagonist mode; inhibition, % at 4.98 µM;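 active = inhibition above the plate cutoff, the mean inhibition of test wells on that plate plus 3 SD, cut at about 28% in these data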;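 note: cells challenged with S1P at its EC80 of 0.8 µM; blue over green emission ratio from cleaved BLA substrate after 4 h stimulation; 0% = S1P-stimulated wells and 100% = unstimulated DMSO-only wells; some compounds past the cut are filed as inactive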
* hit, by the source's call. Not all compounds are listed; the hit share may differ from the screen's.

SMILES	S1P3 antagonist
CCCn1ncc(CN2CCCC(C(=O)c3cccc(OC(C)C)c3)C2)c1C (stereo not given)	10.9
